Screening data as filed in PubChem.
Hsp70 act = Hsp70 transcriptional activation, primary screen; HeLa Hsp70 promoter luciferase reporter, luminescence; scaled: vehicle 0, proteasome-inhibitor control 100%; activation, % at 10 µM; actives 0.04% (n = 200,000); AID 1203;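 active means activation above the mean across all tested compounds plus 3 SD, cutoff set per campaign, cut at about 5.5% in these data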;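 further: 100% = MG132 at 30 µM as the positive control and 0% = DMSO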
S1P3 antagonist = blocks the human S1P3 receptor; Q99500; CHO S1P3 NFAT-BLA reporter, FRET fluorescence, antagonist mode; inhibition, % at 4.98 µM; actives 0.27% (n = 170,000); AID 485;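 active means inhibition above the plate cutoff, the mean inhibition of test wells on that plate plus 3 SD, cut at about 28% in these data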;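 further: cells challenged with S1P at its EC80 of 0.8 µM; blue over green emission ratio from cleaved BLA substrate after 4 h stimulation; 0% = S1P-stimulated wells and 100% = unstimulated DMSO-only wells; some compounds past the cut are filed as inactive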
Target sequence (Q99500 whole entry, looked up): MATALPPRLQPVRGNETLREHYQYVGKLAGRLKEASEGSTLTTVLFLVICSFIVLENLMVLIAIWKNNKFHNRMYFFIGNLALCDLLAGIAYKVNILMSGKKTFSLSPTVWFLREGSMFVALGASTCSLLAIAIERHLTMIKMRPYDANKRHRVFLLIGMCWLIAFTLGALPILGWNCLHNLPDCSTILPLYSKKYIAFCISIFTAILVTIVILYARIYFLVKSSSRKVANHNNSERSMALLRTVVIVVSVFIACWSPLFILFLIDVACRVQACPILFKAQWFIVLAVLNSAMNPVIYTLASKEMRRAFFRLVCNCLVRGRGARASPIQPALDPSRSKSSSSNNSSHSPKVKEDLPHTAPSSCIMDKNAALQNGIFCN
TLR4-MyD88 BLA = blocks binding of human TLR4 to MyD88; inhibition, % at 8.4 µM; actives 0.18% (n = 200,000); AID 861; HeLa CL3-4 TLR4/MyD88 BLA complementation, FRET ratio; O00206+Q99836; in the data active means inhibition above about 25%;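 further: 0% = vehicle and 100% = reference inhibitor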
RAM inhibit = yeast RAM network inhibition; S. cerevisiae dse1pr::URA3 reporter, 5-FOA growth OD615, 2 d; analog-sensitive cbk1-as2 kinase mutant strain; inhibition, % at 50 µM; actives 1.8% (n = 190,000); AID 868;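 active means inhibition above a set limit, 3 SD over mean compound inhibition, cut at about 8.4% in these data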;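 further: 0% = DMSO-only wells with no growth and 100% = 10 µM 1-NA-PP1 full growth; inhibition rescues growth on 5-FOA so higher OD means more RAM inhibition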
PMI activator = activators of human phosphomannose isomerase. P34949. purified human PMI, coupled resazurin fluorescence, 20 min; stronger effect = higher value; 1 = vehicle control, 0 substrate-free wells. activation factor at 20 µM. actives 0.005% (n = 190,000);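 active means activation factor of 2 or more at 20 µM, relative to plate controls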
Target sequence (P34949 whole entry, looked up): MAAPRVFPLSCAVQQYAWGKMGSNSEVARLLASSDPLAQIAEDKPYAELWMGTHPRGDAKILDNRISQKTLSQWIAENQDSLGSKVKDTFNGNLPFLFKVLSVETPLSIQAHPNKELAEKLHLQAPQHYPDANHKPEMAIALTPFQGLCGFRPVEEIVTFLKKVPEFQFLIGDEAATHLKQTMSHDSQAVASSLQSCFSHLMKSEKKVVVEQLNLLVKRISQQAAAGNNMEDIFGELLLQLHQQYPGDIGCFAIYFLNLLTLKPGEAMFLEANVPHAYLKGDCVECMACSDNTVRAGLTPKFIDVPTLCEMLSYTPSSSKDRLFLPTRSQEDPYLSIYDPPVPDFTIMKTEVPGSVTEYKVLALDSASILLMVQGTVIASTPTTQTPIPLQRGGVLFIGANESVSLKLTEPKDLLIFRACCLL
PMI act hi M6P = PMI (human) activation, high substrate | P34949 | coupled PMI enzyme assay, resazurin fluorescence, 20 min; stronger effect = higher value; 1 = untreated enzyme, 0 = substrate-free blank | activation factor at 20 µM | actives 0.34% (n = 190,000);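 active means activation factor of 2 or more at 20 µM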
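assay system = human phosphomannose isomerase with PGI, G6PDH, diaphorase coupling enzymes | quantity = 15 ng/mL PMI | incubation = enzyme reaction with compound 20 min at room temperature | medium = HEPES pH 7.4 buffer with MgCl2 and Tween-20 | compound dosing = one concentration, 20 µM, in 1% DMSO | measured by = Diaphorase-driven resazurin-to-resorufin fluorescence, excitation 544, emission 590 nm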
DTT redox prof = compounds producing H2O2 with reducing agent – biochemical, NIH compound library profiling, artefact control for MLSCN library redox annotation, primary screen; activation, % at 10 µM; DTT-dependent redox cycling H2O2, phenol red/HRP absorbance; 100% = 100 µM peroxide control, 0% = buffer; actives 0.03% (n = 200,000);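 active means activation of at least 50% relative to the plate's high and low controls in the primary single-dose screen; inactive means activation below 50%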;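 further: compound incubated with DTT at 0.8 mM final as the reducing agent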
Diaphorase act = counter-screen for diaphorase-based assays: diaphorase activators and chemical reducers | Diaphorase/resazurin coupled assay, resorufin fluorescence, 16 min; stronger effect = higher value; 1 = vehicle wells, 0 = NADH-free wells | activation factor at 20 µM | actives 0.005% (n = 190,000) | AID 1229;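 active means diaphorase activity raised at least twofold by the compound at 20 µM; inactive means activation factor below 2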
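System – purified diaphorase enzyme from Clostridium kluyveri · Input – enzyme 0.07 U/mL final · Also added – final NADH 0.114 mM, resazurin 0.1 mM · Measured by – fluorescence of resorufin, 544 nm excitation, 590 nm emission · Timing – 16 min enzyme reaction, ambient temperature · Measure – resorufin increase flagging diaphorase activators or reducers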
Lmaj promast = reduces viability of Leishmania major promastigotes | inhibition, % at 10 µM | resazurin fluorescence viability | actives 9% (n = 200,000) | AID 1063;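 further: promastigotes grown with compound for 44 hours at 28 °C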
Diaph inh CS = inhibits diaphorase or chemically oxidizes, flagging diaphorase assay artifacts | diaphorase resazurin-to-resorufin fluorescence, NADH, 16 min; bacterial (C. kluyveri) enzyme, not human | inhibition, % at 20 µM | actives 0.69% (n = 190,000);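 active means primary screen inhibition at 20 µM above a set limit, cut at about 50% in these data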;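 further: plate controls were DMSO with full reaction for no effect and wells lacking NADH for full effect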
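material = Clostridium kluyveri diaphorase enzyme | amount = 0.14 U/mL diaphorase, enzyme working solution | schedule = incubation 16 min, room temperature | detection = fluorescence of resorufin formed from resazurin, Ex 544/Em 590 nm | benchmarks = positive control minus NADH, DMSO neutral control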
G6PDH counter = counter-screen for G6PDH assay hits: L. mesenteroides G6PDH inhibition; Purified L. mesenteroides G6PDH, diaphorase/resazurin coupled fluorescence, 45 min; inhibition, % at 5 µM; actives 0.12% (n = 200,000)
* hit, by the source's call; · = no result given. Unless noted, no stated cut-off is given here; in the data, active means inhibition above about 50%; inactive means the rest.

No.	compound	Hsp70 act	S1P3 antagonist	TLR4-MyD88 BLA	RAM inhibit	PMI activator	PMI act hi M6P	DTT redox prof	Diaphorase act	Lmaj promast	Diaph inh CS	G6PDH counter
1	O=S(=O)(c1cccc2nsnc12)N1CCc2ccccc21	-0.1	-9	-18	2.2	1	0.9	-0.7	0.9	7	12	4
2	COc1ccc(N2CCN(C(CNC(=O)C(=O)NCc3ccc4c(c3)OCO4)c3ccco3)CC2)cc1 (stereo not drawn)	-0.1	13	-9	0.1	1	1	-1.3	1	17	0	-3
3	CC(C)OCCCNC(=O)Cn1ncc2c(=O)oc3ccccc3c21	-0.5	0	-3	0.9	0.9	0.9	2.4	0.8	-7	20	2
4	COc1cc(OC)cc(C(=O)NNC(=O)c2cc3c(s2)CCCC3)c1	0.1	3	-1	1.9	1	1	-0.3	1.1	-3	-6	26
5	Cc1cc2cc(CNC(=O)Nc3ccc(Cl)c(Cl)c3)ccc2n1C	-0.2	-3	-7	4.1	1.1	1.1	0.1	1.1	-7	-15	7
6	Cc1c(N/N=C(\C#N)C(=O)c2ccccc2)c(=O)n(-c2ccccc2)n1C	-0.3	18	-2	0.9	1.6	2.1*	-0.5	1.1	11	-15	-3
7	OCc1c(Cl)nc2ccccn12	-0.4	-16	-7	1.5	1.1	1.1	-2.7	1	-2	2	6
8	COc1ccc(NC(=O)C(=O)NNC(=O)c2cccs2)c(OC)c1	-0.3	·	1	2.5	0.9	0.9	-4.9	0.8	9	19	5
9	COC(=O)c1c(C)nc2ccccc2c1-c1ccccc1	-0.1	·	7	0.1	1	1	0.0	1	0	2	8
10	Cc1nn(Cc2ccc([N+](=O)[O-])cc2)c(=O)n1N(C)c1ncc(C(F)(F)F)cc1Cl	0.5	·	12	-0.3	1	1	0.1	0.9	6	10	-3
11	O=C(COC(=O)c1cccs1)Nc1nc(-c2ccccc2)cs1	-0.3	1	11	2.4	1.3	1.5	0.7	0.8	-2	22	-7
12	CCN(CC)C(=S)Sc1c(-c2ccccc2)c2cc(Cl)ccc2[nH]c1=O	-0.1	·	8	1.9	0.9	1	0.0	0.8	5	18	12
13	CCN(CC)CC#CC(OC)(c1ccccc1)c1ccccc1	-0.1	-12	7	-0.8	0.9	0.8	0.4	0.9	64*	14	11
14	Cc1ccsc1C1NC(=O)c2c(sc3c2CCCC3)N1 (stereo not drawn)	1.6	·	8	1.4	0.9	0.8	-1.1	0.7	-2	27	2
15	S=C(Nc1ccccc1)N1CCN(c2ccccn2)CC1	-0.2	6	-19	0.8	1	1.1	-0.9	1	-10	-1	7
16	Cc1ccsc1/C=N/NC(=O)c1ccc(-n2cccc2)cc1	0.1	-8	12	4.6	0.9	1	0.4	0.9	-5	14	6
17	O=C1CC(c2ccc(Cl)cc2)CC(O)=C1C=NCCN1CCNCC1 (stereo not drawn)	-0.2	·	-15	2.9	1	1	0.9	0.9	-4	11	-2
18	CCOC(=O)C(NC(C)=O)C(=O)Nc1ccc(OC)cc1 (stereo not drawn)	-0.3	-2	5	1.2	1	1	-0.9	0.9	-2	9	5
19	COCCN(C(=O)Cc1cccs1)C(C(=O)NC1CCCC1)c1ccc(OC)c(OC)c1 (stereo not drawn)	-0.4	-8	21	1.2	0.9	0.9	-1.0	1	-5	4	20
20	COc1ccc(OCCNc2cc(N3CCCCC3)ccc2[N+](=O)[O-])cc1	-0.1	·	-4	11*	0.8	0.7	-7.2	0.9	6	8	6
21	C[n+]1ccc(/C=C/c2c[nH]c3ccccc23)cc1	-0.3	-7	35*	0.1	0.5	0.6	-0.3	1	17	1	34
22	O=c1[nH]c(Cc2ccc(Cl)cc2)nc2ccccc12	0.1	-20	-4	-0.2	1.1	1	-0.6	1	4	2	4
23	O=C(COC(=O)c1c2c(nc3ccccc13)CCN(Cc1ccccc1)C2)Nc1c(F)cccc1F	-0.3	8	-4	2.7	1.3	2*	-0.1	0.8	11	24	8
24	Cc1ccc(-c2nn(-c3ccccc3)cc2/C=C(\C#N)C(=O)NCc2ccccc2)cc1	-0.2	7	1	5.5	1	0.9	·	0.9	43	9	2
25	O=C(NCCC1=CCCCC1)C1CCCN(c2nc3ccccc3o2)C1 (stereo not drawn)	-0.2	-4	-2	2.4	1.1	1	-0.1	0.9	6	13	10
26	Cc1nn(-c2ccccc2)c2sc(C(=O)N(Cc3ccco3)C(C)C(=O)NC(C)(C)C)cc12 (stereo not drawn)	0.0	22	6	1.6	0.9	0.9	0.6	0.8	85*	20	-2
27	CCCCS(=O)(=O)NC1=NCN(C2CCN(Cc3ccccc3)CC2)CN1	-0.3	-26	9	·	·	·	0.8	·	-1	·	·
28	CSc1ccccc1C(=O)NCc1ccccc1C	-0.2	-11	6	-0.2	1	1	-3.2	1	3	0	2
29	COCCn1c(SCc2nc3ccccc3c(=O)[nH]2)nc2ccccc2c1=O	-0.3	-27	6	0.9	0.9	0.9	-1.5	0.6	20	36	20
30	Cc1ccc(S(=O)(=O)Nc2ccc(-c3cn4ccc(C)cc4n3)cc2)cc1	-0.3	14	0	5.5	1	1.1	-0.2	0.9	19	7	-25

6 entries drawn at random from those above:
No.	compound	Hsp70 act	S1P3 antagonist	TLR4-MyD88 BLA	RAM inhibit	PMI activator	PMI act hi M6P	DTT redox prof	Diaphorase act	Lmaj promast	Diaph inh CS	G6PDH counter
9	COC(=O)c1c(C)nc2ccccc2c1-c1ccccc1	-0.1	·	7	0.1	1	1	0.0	1	0	2	8
14	Cc1ccsc1C1NC(=O)c2c(sc3c2CCCC3)N1 (stereo not drawn)	1.6	·	8	1.4	0.9	0.8	-1.1	0.7	-2	27	2
23	O=C(COC(=O)c1c2c(nc3ccccc13)CCN(Cc1ccccc1)C2)Nc1c(F)cccc1F	-0.3	8	-4	2.7	1.3	2*	-0.1	0.8	11	24	8
13	CCN(CC)CC#CC(OC)(c1ccccc1)c1ccccc1	-0.1	-12	7	-0.8	0.9	0.8	0.4	0.9	64*	14	11
19	COCCN(C(=O)Cc1cccs1)C(C(=O)NC1CCCC1)c1ccc(OC)c(OC)c1 (stereo not drawn)	-0.4	-8	21	1.2	0.9	0.9	-1.0	1	-5	4	20
10	Cc1nn(Cc2ccc([N+](=O)[O-])cc2)c(=O)n1N(C)c1ncc(C(F)(F)F)cc1Cl	0.5	·	12	-0.3	1	1	0.1	0.9	6	10	-3

The listing continues:
No.	compound	Hsp70 act	S1P3 antagonist	TLR4-MyD88 BLA	RAM inhibit	PMI activator	PMI act hi M6P	DTT redox prof	Diaphorase act	Lmaj promast	Diaph inh CS	G6PDH counter
31	COc1ccc(-c2csc(-c3ccccc3)n2)c(OC)c1	0.0	2	5	2.6	0.9	0.9	-1.1	0.9	-8	15	1
32	COc1cccc(NC(=O)c2cc(C(=O)Nc3cccc(OC)c3)n(C)n2)c1	-0.2	·	-5	11*	0.8	0.8	0.9	0.8	-2	16	-18
33	Cc1ccc(-c2csc(NC(=O)Cn3cnc4c3c(=O)n(C)c(=O)n4C)n2)cc1C	-0.3	·	4	3.0	1	1	-1.0	1	30	-3	-2
34	Cc1nnsc1C(=O)N/N=C/c1ccc(OC(F)(F)F)cc1	-0.2	-7	-13	1.2	1.4	1.4	-0.1	1.1	7	-6	5
35	COc1ccc(C2CC(=O)C(C=NCCN3CCNCC3)=C(O)C2)cc1OC (stereo not drawn)	-0.1	-9	5	0.0	0.9	0.9	-2.9	0.9	-3	12	4
36	CCCP(=O)(CC(=O)N(CC)CC)c1ccccc1 (stereo not drawn)	-0.1	23	-11	0.9	1	1	-0.6	1	-5	0	10
37	O=S(=O)(Cc1ccccc1Cl)N1CCCCC1	-0.1	11	15	0.3	1.1	1	-0.5	1.1	-1	-6	3
38	CCC(C)NC(=O)CNC(=S)N(Cc1ccccc1)Cc1cccnc1 (stereo not drawn)	-0.2	-8	-13	2.7	1	1	1.5	1	75*	0	-11
39	O=C(Cc1ccccc1[N+](=O)[O-])NCc1ccncc1	0.2	4	-12	-0.5	1	1.1	-1.1	1	-2	1	0
40	OCCN(Cc1ccccc1)C(=S)Nc1ccc(Cl)cc1Cl	0.1	-6	-13	1.0	1	1	0.8	1	10	0	5
41	CCCCC(=O)Nc1sc(C(=O)N(CC)CC)c(C)c1C(=O)OC	-0.2	·	-7	3.0	0.4	0.7	-0.4	0.9	2	12	10
42	O=C(CSc1nc(-c2ccccc2)c(-c2ccccc2)o1)NC1CCS(=O)(=O)C1 (stereo not drawn)	0.2	9	7	4.6	1	1.1	-2.9	0.8	3	16	2
43	Cc1ccc(NC(=O)C2CCCN(S(=O)(=O)c3c(C)noc3C)C2)c(C)c1 (stereo not drawn)	-0.3	0	-3	4.3	0.9	0.9	1.6	0.9	-2	8	-4
44	Cc1ccc2cc(CCNC(=O)C3CCCC3)c(=O)[nH]c2c1	-0.3	-35	-9	2.3	0.9	0.9	-0.7	0.9	-6	12	-7
45	O=C1c2ccccc2C(=O)N1c1ncc(Cc2ccc(Cl)cc2)s1	-0.3	-3	-8	4.8	0.9	1	-0.2	0.9	-5	10	-14
46	COc1ccc(C2CC(=O)c3cnc(Nc4cc(C)cc(C)c4)nc3C2)cc1 (stereo not drawn)	-0.2	·	-12	5.6	0.9	1	-3.6	0.8	4	15	-1
47	CCN(CC)CCN(C)C(=O)CCc1nnc(-c2ccc(C)s2)o1	-0.2	-4	-3	3.3	1	1.1	-0.4	1.1	-5	-10	5
48	CCN(CC)S(=O)(=O)N1CCC(C(=O)NCc2ccc(C)cc2)CC1	0.6	17	8	-0.3	0.9	0.8	0.8	0.9	-2	7	6
49	Cc1ccc2[nH]cc(C(=O)NCc3cccs3)c(=O)c2c1	-0.6	·	-3	1.6	0.9	1	0.5	0.9	7	7	-7
50	O=C1CCC(C(=O)NC2(C(=O)NC3CCCCC3)CCCCC2)N1 (stereo not drawn)	0.4	·	3	-0.3	1	1	-0.1	0.9	-2	12	7
51	O=C(Nc1ccc(N2CCOCC2)nc1)c1cccs1	0.1	-2	-7	0.4	1.1	0.9	-0.4	1	-4	4	-6
